Compound activity: PubChem, National Center for Advancing Translational Sciences (NCATS)
GLP-1R inv ag – qHTS of GLP-1 Receptor Inverse Agonists (Inhibition Mode); Glucagon-like peptide 1 receptor (Homo sapiens), P43220; HEK293 GLP-1R CRE-luciferase, luminescence, 24 h; GLP-1R form is constitutively active; Potency, µM (highest dose often 38.3 µM), for inactives: at the top dose activity change, negative = inhibition, usual class: inhibitors; 1.6% of 410,000 active; also: potency is read from the fitted curve at half-maximal effect; % is scaled to controls: 0 for no effect and ±100 for the full control effect; nearly all actives have a fitted effect of over 55% in size
Target sequence (P43220 whole entry, looked up): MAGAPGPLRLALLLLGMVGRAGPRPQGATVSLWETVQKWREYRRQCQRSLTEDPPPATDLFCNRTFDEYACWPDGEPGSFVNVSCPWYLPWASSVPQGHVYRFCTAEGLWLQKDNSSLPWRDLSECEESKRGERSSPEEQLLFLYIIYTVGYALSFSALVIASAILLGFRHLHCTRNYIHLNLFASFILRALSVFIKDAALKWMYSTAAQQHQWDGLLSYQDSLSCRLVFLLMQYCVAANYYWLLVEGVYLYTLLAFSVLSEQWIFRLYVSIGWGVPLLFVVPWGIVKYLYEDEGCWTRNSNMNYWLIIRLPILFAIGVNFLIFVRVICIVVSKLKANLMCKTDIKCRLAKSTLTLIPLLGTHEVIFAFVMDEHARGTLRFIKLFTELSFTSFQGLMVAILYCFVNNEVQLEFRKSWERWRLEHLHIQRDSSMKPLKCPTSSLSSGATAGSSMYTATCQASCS
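Inverse agonists were sought by their lowering of basal cAMP reporter luciferase output in HEK293 cells stably carrying constitutively active human GLP-1R, after 24 h compound treatment.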
PI5P4Ka inh – qHTS for Inhibitors of phosphatidylinositol 5-phosphate 4-kinase (PI5P4K). max response, %. Phosphatidylinositol 5-phosphate 4-kinase type-2 alpha (Homo sapiens), P48426. AID 652105, 2013. 1.2% of 330,000 active. PI5P4Kalpha enzyme, ADP-Glo luminescence, 60 min; stronger effect = lower value; active = max response of -50% or lower; inconclusive = between -30% and -50%; inactive = -30% or higher; also: value at the top dose of about 77 µM; % is scaled to controls: 0 for no effect and ±100 for the full control effect
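Human PI5P4Kalpha with substrate in 0.038 M HEPES pH 7.4, 0.28 mM EGTA, 0.1% CHAPS, 5% DMSO; reaction started with 5 microM ATP (final), 60 min at room temperature. ADP formed read by ADP-Glo luminescence.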
IL2 activator – qHTS of IL-2 Activators; IL-2 activation reporter assay, cell-based qHTS; stimulated with anti-CD3/CD4/CD28 beads; in transgenic mouse T cells; activation, % (series mostly up to about 46 µM); 0.065% of 360,000 active; in the data active = activation above about 50%; inconclusive = mostly about 30% to 49%; also: 0% is about no effect
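Unstimulated transgenic mouse T cells preincubated 60 min with compound, then stimulated with anti-CD3/anti-CD4-coated beads plus anti-CD28 for 18 h at 37 degrees C. IL-2 response read as EGFP and DsRed fluorescence by plate cytometry.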
PLK1 PBD inh – qHTS for Inhibitors of PLK1-PDB (polo-like kinase 1 - polo-box domain): Primary Screen; Potency, µM, for inactives: max response, negative = inhibition, most hits filed as inhibitors; AID 720504, 2013; 2.8% of 360,000 active; Plk1 PBD binding of FITC phosphopeptide, fluorescence polarization; also: potency is read from the fitted curve at half-maximal effect; series mostly up to about 57 µM; % is scaled to controls: 0 for no effect and ±100 for the full control effect; nearly all actives have a fitted effect of over 65% in size
Target sequence (P53350 whole entry, looked up, the tested form may be a part): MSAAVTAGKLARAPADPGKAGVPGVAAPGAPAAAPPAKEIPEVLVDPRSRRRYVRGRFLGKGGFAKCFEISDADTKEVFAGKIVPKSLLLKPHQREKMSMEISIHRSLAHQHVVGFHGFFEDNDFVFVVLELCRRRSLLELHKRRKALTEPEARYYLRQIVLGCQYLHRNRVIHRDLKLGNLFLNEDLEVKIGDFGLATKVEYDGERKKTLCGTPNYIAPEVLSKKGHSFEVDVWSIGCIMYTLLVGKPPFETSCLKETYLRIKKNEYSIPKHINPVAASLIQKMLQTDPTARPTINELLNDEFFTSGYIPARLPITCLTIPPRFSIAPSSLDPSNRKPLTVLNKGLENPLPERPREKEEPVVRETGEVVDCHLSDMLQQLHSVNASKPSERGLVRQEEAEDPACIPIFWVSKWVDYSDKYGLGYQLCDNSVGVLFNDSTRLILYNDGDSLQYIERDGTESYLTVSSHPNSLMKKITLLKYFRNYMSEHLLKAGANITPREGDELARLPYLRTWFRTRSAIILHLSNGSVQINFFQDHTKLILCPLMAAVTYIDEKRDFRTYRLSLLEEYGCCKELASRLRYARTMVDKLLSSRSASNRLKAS
HEK293 tox – qHTS of GLP-1 Receptor Inverse Agonists: Cytotox Screen; HEK293 cAMP-luciferase reporter cells, luminescence, 24 h; Potency, µM (top dose mostly 38.3 µM), without a hit: at the highest dose activity change, negative = inhibition, most hits filed as inhibitors; 0.13% of 410,000 active; AID 624418, 2012;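 also: loss of luciferase light is scored as toxicity; potency is read from the fitted curve at half-maximal effect; % is scaled to controls: 0 for no effect and ±100 for the full control effect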
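Luminescence readout: signal drop marks cytotoxicity. Plated cells grew 12 h at 37 °C, 5% CO2, received 23 nL compound for 24 h, then got luciferase reagent, read after 12 min at RT.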
D3 antag – qHTS of D3 Dopamine Receptor Antagonist: qHTS; D3R cells, DiscoveRx beta-arrestin luminescence, antagonist mode; stronger effect = lower value; D(3) dopamine receptor (Homo sapiens), P35462; max response, negative = inhibition, %; 2.5% of 360,000 active; AID 652054, 2013; in the data active = max response below about -50%; inconclusive = no clear call, values can overlap the other calls; also: % is scaled to controls: 0 for no effect and ±100 for the full control effect; mostly tested at two doses, the higher about 12 µM
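Cells plated overnight at 1500 cells/well, then exposed to library compounds with dopamine controls for 90 minutes at 37 degrees C. DiscoveRx reagent added for 30–60 minutes at room temperature; luminescence read, quantitative HTS format.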
WRN helicase inh – qHTS for Inhibitors of WRN Helicase; Bifunctional 3'-5' exonuclease/ATP-dependent helicase WRN (Homo sapiens), Q14191; WRN helicase unwinding, fluorescent forked duplex, kinetic; 0.46% of 360,000 active; Potency, µM (titrated, usually from 114 µM), for the others: top-dose activity change, negative = inhibition, actives largely listed as inhibitors; also: potency is read from the fitted curve at half-maximal effect; % is scaled to controls: 0 for no effect and ±100 for the full control effect; nearly all actives have a fitted effect of over 55% in size
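Kinetic fluorescence helicase assay: unwinding of a quenched forked DNA duplex (100 nM final) with 2 mM ATP final raises red fluorescence (525/598 nm). Compounds sat 15 min at room temperature with 20 nM WRN beforehand.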
GLP-1R agonist – qHTS of GLP-1 Receptor Agonists; AID 624172, 2012; 0.007% of 380,000 active; Potency, µM (top dose mostly 45.6 µM), inactives show at the highest dose activation, usual class: activators; HEK293 GLP-1R CRE-luciferase, luminescence, 4-6 h; cells express a hypersensitive GLP-1R form; Glucagon-like peptide 1 receptor (Homo sapiens), P43220; also: potency is read from the fitted curve at half-maximal effect; % of control where 0% means no effect
D3 ag – qHTS of D3 Dopamine Receptor Agonist: qHTS. D3R DiscoveRx beta-arrestin cells, luminescence, 90 min. max activation, %. 0.58% of 410,000 active. AID 652048, 2013; in the data active = max activation above about 30%; also: 0% is about no effect; mostly tested at two doses, the higher about 12 µM
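Agonist mode: compounds and dopamine controls were applied to plated cells for 90 min at 37 degrees C after an overnight attachment at 1500 cells/well. Luminescent read-out followed 30 - 60 minutes at room temperature with DiscoveRx detection reagent.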
* marks the source's active call; other numbers are inactive results; ? = inconclusive; . = no result given; [ ] = remark or other dose. Unless noted, calls follow the shape of the dose curve; as a rule, active = well fitted curve in the direction sought with a large enough effect; inconclusive = small, poorly fitted or top-dose-only effect, or another doubt; inactive = no such curve, though single readings can be large; an effect the other way counts as inactive or inconclusive.

SMILES	GLP-1R inv ag	PI5P4Ka inh	IL2 activator	PLK1 PBD inh	HEK293 tox	D3 antag	WRN helicase inh	GLP-1R agonist	D3 ag
CC1(c2ccc3ccccc3c2)NC(=O)N(CC(=O)Nc2ncccc2O)C1=O (stereo not given)	-11%	-3	1.9	-14%	3%	-11	-2%	-3%	-4
Cc1ccc(C(=O)NC(c2ccccc2)C(Cl)Cl)cc1 (stereo not given)	?	2	-2.4	2%	-1%	1	-8%[57.1 µM]	-6%	8
O=[N+]([O-])c1ccc(-c2ncc(-c3ccc(Br)cc3)o2)cc1	28%	-4	-1.5	2%	-12%	-26	-4%	8%	-8
COc1ccc(NC(=O)CSc2ccc(-c3cccnc3)nn2)c(OC)c1	47%[activator]	-10	-2.2	-10%	12%	-10	?	8%	-3
COc1ccc2c(c1)CCc1c(C(=O)NCc3ccc(Cl)cc3)noc1-2	8%	3	2.3	-6%	10%	-20	3%	0%	2
O=C(NN=C1CCN(Cc2ccccc2)CC1)c1cc(Br)ccc1O	6%	2	0.1	0%	-5%	9	-13%	-2%	0
O=S(=O)(Nc1ccc(Oc2ncccn2)c(Cl)c1)c1ccc(Cl)cc1	-14%	8	-0.8	-1%	2%	19	-12%	-1%	-2
O=C(CCCC(=O)OCC(=O)c1cccs1)Nc1ccc(Oc2ccccc2)cc1	-13%	5	-0.5	30µM*	-8%	-3	-3%	3%	2
Cc1cc(C(=O)CN2C(=O)NC(CC(C)C)C2=O)c(C)n1C1CC1 (stereo not given)	-10%	-2	0.4	-2%	-4%	2	5%	14%	7
O=C(CNC(=O)c1ccccc1F)N/N=C/c1cccnc1	7%	-7	-1.5	-17%	?	-15	8%	-1%	1
COC(=O)c1cc(NC(=O)c2ccc([N+](=O)[O-])cc2)c(=O)oc1C	0%	5	1.7	-6%	-7%	-9	-4%	9%	-1
Cc1cc(C)c2cc3c(N)c(C(=O)N4CCOCC4)sc3nc2c1	3%[7.66 µM]	3	0.5	?	0%[7.66 µM]	15	-4%	13%	1
COc1ccc(-c2cc(=O)oc3c(C)c(OCC(=O)NCC4CCC(C(=O)O)CC4)ccc23)cc1 (stereo not given)	14%	-7	-1.1	-6%	0%	-4	3%	-3%	-3
O=c1nc2n(c3ncccc13)CCCCC2	-9%	0	0.4	1%	3%	-21	6%	1%	-13
COC(=O)Cc1cc(=O)[nH]c(/N=C(\N)Nc2ccc(C)cc2C)n1	3%	-3	0.5	4%	-2%	8	-2%	0%	1

Quoted at random: 2 entries already listed
SMILES	GLP-1R inv ag	PI5P4Ka inh	IL2 activator	PLK1 PBD inh	HEK293 tox	D3 antag	WRN helicase inh	GLP-1R agonist	D3 ag
O=C(CNC(=O)c1ccccc1F)N/N=C/c1cccnc1	7%	-7	-1.5	-17%	?	-15	8%	-1%	1
CC1(c2ccc3ccccc3c2)NC(=O)N(CC(=O)Nc2ncccc2O)C1=O (stereo not given)	-11%	-3	1.9	-14%	3%	-11	-2%	-3%	-4

Next part.
SMILES	GLP-1R inv ag	PI5P4Ka inh	IL2 activator	PLK1 PBD inh	HEK293 tox	D3 antag	WRN helicase inh	GLP-1R agonist	D3 ag
Cc1ccc2c(c1)N(C(=O)CCC(=O)N1CCOCC1)CC(C)O2 (stereo not given)	2%	-7	0.7	0%	-25%	10	9%	0%	8
Cc1noc(C)c1NC(=O)N(C)C[C@H]1Oc2ccc(NS(=O)(=O)c3cccs3)cc2C(=O)N([C@H](C)CO)C[C@@H]1C	19%	-2	0.0	-15%	6%	24	11%	16%	-15
CNC(=O)/C(C#N)=C/c1c(N(Cc2ccccc2)Cc2ccccc2)nc2ccccn2c1=O	-18%	0	-1.2	-25%	23%	1	2%	3%	13
CC(=O)Nc1cc(Cl)ccc1OS(=O)(=O)c1ccc(C)cc1	-24%	-8	-2.3	-11%	3%	0	3%	6%	-22
S=c1nc(-c2ccccc2)oc2c1CCCC2	1%	12	0.5	-3%	11%	5	-9%	3%	1
Cc1cc(C(=O)NNC(=O)c2ccccc2F)c2ccccc2n1	-1%	-11	-2.9	-14%	-1%	8	-27%	-2%	-1
CCCCc1nnc(NC(=O)Cc2ccc(S(=O)(=O)N3CCOCC3)s2)s1	8%	-6	0.7	-15%	-5%	4	2%	6%	0
COc1ccc(-c2nnc(SCC(=O)N/N=C/c3ccccc3C(=O)O)n2-c2ccc(Cl)cc2)cc1	-6%	-5	0.6	-4%	2%	7	3%	-5%	-5
O=C(Cc1ccc(Cl)cc1Cl)Nc1ccc(OC(F)F)c(Cl)c1	?	-2	-1.0	9%	6%[1.53 µM]	9	-18%[57.1 µM]	-1%	6
Cc1ccc(CNCc2ccccc2Cl)s1	?	.	.	.	-9%	.	.	-3%	-16
COc1ccc(S(=O)(=O)N2CCN(c3ccccc3OC)CC2)cc1OC	1%	0	0.9	1%	-10%	1	-2%	-6%	0
Cc1ccc(Nc2cc(C)c(O)c(C)c2)cc1	68%[activator]	-4	-1.0	27µM*	?	4	-25%	-6%	8
CCN(CC)CCCNC(=O)c1cc(Nc2ccc(OC)cc2)nc2ccccc12	?	2	-0.5	-5%	-6%	-6	6%[57.1 µM]	9%	-9
Cc1ccc(SCC(=O)OCC(=O)NCCc2ccccc2)cc1C	18%	10	-0.4	4%	0%	8	3%	-7%	-12
Cc1ccc(C(=O)OCC(=O)N2CC(C)OC(C)C2)cc1 (stereo not given)	-1%	0	1.3	-2%	3%	3	-8%	0%	-9
CCCCC(=O)Oc1ccccc1C1SCc2cc(C)c(C)cc2CS1	-33%	0	-3.4	-7%	5%	-9	7%	-4%	1
CCOC(=O)CCNC(=O)N1CCCC(CNS(=O)(=O)Cc2ccccc2)C1 (stereo not given)	17%	0	3.3	-4%	0%	12	-1%	0%	1
COc1cc(C(=O)N(C)C2CCCCC2)ccc1OC1CCN(C(C)=O)CC1	8%	0	1.8	-1%	3%	-3	0%	10%	6
CCOc1ccc(C(=O)NCC(=O)OCc2nnc(-c3ccccc3)o2)cc1OCC	48%[activator]	3	0.5	4%	3%	2	3%	5%	-8
O=C(c1ccccc1F)N1CCN(C(=O)C2CC2)CC1	9%	-4	2.4	-1%	-7%	-19	14%	-2%	0
CC1CCN(C(=O)CN(CCc2ccccc2)S(C)(=O)=O)CC1	45%[activator]	0	-0.5	-5%	4%	10	7%	1%	2
C[C@@H]1CN([C@@H](C)CO)C(=O)CCCn2nncc2CO[C@H]1CN(C)S(=O)(=O)c1cccc(C#N)c1	16%	0	-3.8	0%	1%	6	6%	-1%	5
O=C1CCCN1CN(C(=O)c1ccc2c(c1)OCO2)c1cccc(Cl)c1	4%	-8	0.2	-9%	-12%	-10	10%	1%	-4
O=C(CC(c1ccccc1)(c1ccccc1)c1ccccc1)N[C@@H](Cc1ccccc1)C(=O)O	?	7	0.1	-4%	2%	28	-1%	-2%	-1
CCN(CC)S(=O)(=O)c1ccc(OC)c(NC(=O)c2cc(=O)[nH]c3ccccc23)c1	-12%	2	2.3	-7%	-3%	10	-5%	3%	1
CC(=O)c1c(C)[nH]c(C(=O)Nc2cccc(C(F)(F)F)c2)c1C	?	1	-5.5	-8%	-11%	0	4%	2%	-28
Cc1ccc(/C=C(/C#N)C(=O)NC(=O)Oc2ccccc2)cc1	9%	.	-1.4	-27%	7%	-12	-9%	8%	9
CNC(=O)CSc1nnc(-c2ccncc2)n1Cc1ccccc1	-8%	0	-4.0	-7%	2%	-15	15%	-12%	-4
O=C(CCN1C(=O)c2ccccc2C1=O)Nc1cccc(O)c1	5%	-5	-2.2	5%	-4%	2	12%	-1%	7
COC(=O)CC1Oc2ccc(C)cc2NC1=O (stereo not given)	3%	-5	0.2	-3%	-8%	1	5%	-4%	2
CC1CCN(C(=O)Cn2cc(C(F)(F)F)ccc2=O)c2ccccc2S1 (stereo not given)	?	4	2.3	1%	-3%	15	6%	-3%	0
COC(=O)C(C)Sc1nnc(SC(C)C(=O)OC)s1 (stereo not given)	0%	5	-0.5	-14%	1%	-7	-2%	-15%	-7
CC1CCCN(Cc2c(O)ccc3c(=O)c(-c4nc5ccccc5s4)c(N)oc23)C1 (stereo not given)	?	-27	-0.4	-7%	14%	-8	-23%	-1%	5
CCOCCCNC(=S)N(Cc1ccco1)Cc1cc2cc3c(cc2[nH]c1=O)OCCO3	30%[activator]	-16	-3.2	?	-1%	6	-5%	11%	10
COc1cccc(/C=N/Nc2cc(C)nc(-c3ccccc3O)n2)c1O	?	1	-3.0	-6%	?	-13	-11%	-5%	-11
COC(=O)c1cccc(NC(=O)CSc2nc(O)c(-c3ccccc3)c(=O)[nH]2)c1	4%	-27	0.7	-10%	10%	2	-7%[11.6 µM]	-5%	-2
CC1C(=O)C(C)(C)C(=O)OC1c1ccc([N+](=O)[O-])cc1 (stereo not given)	23%	-3	1.1	-7%	-27%	-4	0%	-4%	-5
COc1ccccc1C(=O)NCC(=O)N/N=C/c1cc(Br)ccc1OC(=O)/C=C\c1ccco1	-30%	1	-0.1	0%	-10%	-2	1%[11.6 µM]	-1%	2
COc1ccc(NS(=O)(=O)c2cc(NC(=O)CC3CCCC3)ccc2N2CCOCC2)cc1	-9%	-7	-0.4	?	-25%	4	-9%	9%	-5
CC1(C(=O)OCC(=O)NCc2ccc(Cl)cc2)CC1(Cl)Cl (stereo not given)	?	-2	-3.8	4%	10%	-8	-18%	13%	0
Clc1ccc2nc(-c3ccccc3)c(CC3CCCCC3)n2c1	?	0	0.6	-9%	1%	4	-11%	8%	-6
